# Source: PubChem BioAssay (National Center for Advancing Translational Sciences (NCATS))
# LDHA inh = blocks human lactate dehydrogenase A | P00338 | purified LDHA, NADH/diaphorase-resazurin fluorescence; active compounds read low | activity change, % (values are at about 110 or 230 µM) | 480,000 compounds, 0.15% hits | AID 1347041; in the data active = activity change below about -30%; inconclusive = mostly about -25% to -30%;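 note: plate controls were DMSO wells for no effect and wells without enzyme for full effect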
#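 LDH5 2 nM; NADH 0.06 mM, pyruvate 0.2 mM; 200 mM Tris pH 7.4, EDTA, Tween-20; 5 min RT. Detection: diaphorase 0.133 mg/mL + resazurin 37 µM, fluorescence ex540/em590 at 0 and 20 min; normalized to enzyme-free and DMSO wells.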
# Pol eta inh = blocks human DNA polymerase eta activity; Q9Y253; recombinant Pol eta, fluorescent DNA replication assay; Potency, µM (series often up to 114 µM), without a hit: at the highest dose activity change, negative = inhibition, hits mostly inhibitors; 390,000 compounds, 1.2% hits; AID 588591; note: potency is the fitted concentration of half-maximal effect; % is set by controls: 0 for no effect and ±100 for the full control effect
#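 Pol eta at 10 nM preincubated with compounds 15 min at room temperature; reaction started with fluorescent substrate (50 nM final) and read kinetically at 0 and 10 min.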
# BLM helicase inh = Bloom syndrome helicase (human) inhibition | AID 2528 | 350,000 compounds, 0.2% hits | P54132 | recombinant BLM DNA unwinding, fluorescence dequenching | Potency, µM (top dose mostly 56.1 µM), for the others: at the highest dose activity change, negative = inhibition, hits mostly inhibitors;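 note: potency is the fitted concentration of half-maximal effect; plate controls were vehicle for no effect and no enzyme for full effect; nearly all actives have a fitted effect of over 35% in size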
# GRP78 ERSR act = induces the endoplasmic reticulum stress response in human glioma cells | U87-MG GRP78 promoter luciferase reporter, 16 h | Potency, µM, for the others: at the highest dose activation, usual class: activators | 420,000 compounds, 0.02% hits | AID 602332; note: potency is the fitted concentration of half-maximal effect; series mostly up to about 76 µM; % of control where 0% means no effect; nearly all actives have a fitted effect of over 35% in size
#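 Stably transfected U87-MG human glioma cells carrying a GRP78-based luminescent sensor were seeded at 1000 cells/well, pin-dosed with compounds and incubated 16 h. Luciferase reagent was then added, and end-point luminescence was read after 10 min at room temperature.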
# Pol iota inh = inhibitors of human DNA polymerase iota; 390,000 compounds, 1% hits; Potency, µM (highest dose often 115 µM), inactives show at the top dose activity, negative = inhibition, usual class: inhibitors; Pol iota fluorescent replication assay, 10 min; Q9UNA4; note: potency is the fitted concentration of half-maximal effect
# Target sequence (Q9UNA4 whole entry, looked up): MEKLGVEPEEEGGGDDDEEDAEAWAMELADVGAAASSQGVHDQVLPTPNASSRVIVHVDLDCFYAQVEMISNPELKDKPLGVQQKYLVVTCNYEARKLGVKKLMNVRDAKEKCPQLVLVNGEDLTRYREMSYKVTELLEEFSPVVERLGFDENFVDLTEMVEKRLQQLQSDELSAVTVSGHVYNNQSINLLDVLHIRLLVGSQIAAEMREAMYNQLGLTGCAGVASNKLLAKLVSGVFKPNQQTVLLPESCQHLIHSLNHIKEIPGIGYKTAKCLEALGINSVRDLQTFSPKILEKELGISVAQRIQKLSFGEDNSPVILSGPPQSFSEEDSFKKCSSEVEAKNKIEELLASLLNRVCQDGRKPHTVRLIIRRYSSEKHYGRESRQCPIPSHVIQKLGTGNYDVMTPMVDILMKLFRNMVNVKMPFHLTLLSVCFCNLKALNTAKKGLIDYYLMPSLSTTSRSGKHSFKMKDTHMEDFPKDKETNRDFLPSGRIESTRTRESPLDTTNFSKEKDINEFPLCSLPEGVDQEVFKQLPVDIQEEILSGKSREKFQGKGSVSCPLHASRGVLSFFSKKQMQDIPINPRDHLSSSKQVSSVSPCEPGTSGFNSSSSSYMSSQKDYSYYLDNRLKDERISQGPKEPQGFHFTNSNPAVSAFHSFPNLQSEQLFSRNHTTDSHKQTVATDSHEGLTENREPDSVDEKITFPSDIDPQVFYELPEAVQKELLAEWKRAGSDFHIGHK
#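 Pol iota at 10 nM preincubated 15 min with compounds at room temperature; reaction started with fluorescent substrate, 50 nM final. Fluorescence read kinetically at 0 and 10 min; buffer-only wells as negative control.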
# Anesthetic bind = binds horse apoferritin like a general anesthetic. apoferritin/1-aminoanthracene competitive binding, fluorescence. Potency, µM (titrated, usually from 77.5 µM), inactives show at the top dose activity change, negative = displacement, most hits filed as inhibitors. 350,000 compounds, 0.074% hits. P02791; note: potency is the fitted concentration of half-maximal effect; % is set by controls: 0 for no effect and ±100 for the full control effect; nearly all actives have a fitted effect of over 20% in size
# Target sequence (P02791 2-175 limits assumed): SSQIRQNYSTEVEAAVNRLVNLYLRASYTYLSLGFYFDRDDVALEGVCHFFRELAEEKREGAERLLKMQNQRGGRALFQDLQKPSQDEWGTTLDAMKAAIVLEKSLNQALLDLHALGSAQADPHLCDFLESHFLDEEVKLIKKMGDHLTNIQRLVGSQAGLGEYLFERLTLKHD
#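 10 uM apoferritin + 50% sat. 1-AMA, PBS; cpd 10 min RT; Ex380/Em535 endpoint; normalized to free probe vs complex; 4-param Hill fit; propofol titration as pos. ctrl.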
# APEX1 inh = APE1 (human) endonuclease inhibition. Potency, µM (series often up to 65.8 µM), for the others: at the highest dose activity change, negative = inhibition, hits mostly inhibitors. recombinant APE1, TAMRA/BHQ-2 abasic DNA cleavage fluorescence. P27695. 350,000 compounds, 0.35% hits. AID 2517;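 note: potency is the fitted concentration of half-maximal effect; plate controls were vehicle for no effect and reference inhibitor for full effect; nearly all actives have a fitted effect of over 55% in size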
#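 Endonuclease cleavage of a quenched abasic-site DNA duplex (50 nM) by APE1 (0.75 nM) was tracked by TAMRA dequenching. Compounds were preincubated with enzyme 15 min at room temperature; data normalized to buffer-only and DMSO wells plus NSC13755 control.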
# Pol kappa inh = blocks human DNA polymerase kappa activity | Q9UBT6 | purified Pol kappa, fluorescent DNA synthesis assay, 10 min | Potency, µM (top dose mostly 107 µM), for inactives: top-dose activity, negative = inhibition, actives largely listed as inhibitors | 400,000 compounds, 0.53% hits; note: potency is the fitted concentration of half-maximal effect; % is set by controls: 0 for no effect and ±100 for the full control effect
#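 Activity was followed as the change in fluorescence between reads at 0 and 10 min after starting the reaction with 50 nM substrate. Beforehand, 10 nM polymerase had been preincubated with compound for 15 min at room temperature.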
# POLB inh = blocks human DNA polymerase beta activity | P06746 | Potency, µM (top dose mostly 114 µM), without a hit: at the highest dose activity change, negative = inhibition, most hits filed as inhibitors | 340,000 compounds, 1.3% hits | Pol beta primer extension/strand displacement, fluorescence kinetic; note: potency is the fitted concentration of half-maximal effect; % is set by controls: 0 for no effect and ±100 for the full control effect
#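 Human Pol beta at 10 nM; strand-displacement substrate 50 nM final. Compound exposure 15 min at room temperature before start, reaction 10 min at room temperature.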
# The depositor's hits bear a star; u = inconclusive; x = not tested or not shown; & = joins results of further samples; [ ] = remark or other dose. Unless noted, calls come from the whole dose curve; as a rule, active = well fitted curve in the direction sought with a large enough effect; inconclusive = small, poorly fitted or top-dose-only effect, or another doubt; inactive = no such curve, though single readings can be large; an effect the other way counts as inactive or inconclusive. These rows are one share of the data (hit frequency here may not be typical).
Compound	LDHA inh	Pol eta inh	BLM helicase inh	GRP78 ERSR act	Pol iota inh	Anesthetic bind	APEX1 inh	Pol kappa inh	POLB inh
CCS(=O)(=O)N1CC(=O)N(c2cccc(C)c2C)C(C)(C(=O)NC2CCCCC2)C1 (stereo not given)	1	-19%	2%	-1%	33%[activator]	1%	x	4%	12%
COc1cccc(CNCC2CCCO2)c1 (stereo not given)	-5	-13%	-2%	-6%	12%	-3%	-5%	3%	0%
CCOC(=O)N1CCN(C(=O)C2CCN(S(=O)(=O)c3ccccc3)CC2)CC1	0	-2%	0%	-2%	29%	-6%	1%	-2%	-21%
COC(=O)[C@@H]1C[C@@]2(O)[C@@H](O)[C@@H](O)[C@@H](O)C[C@H]2N1Cc1ccc(C)s1	3	0%	-1%&-2%	-2%	10%	0%&-1%	-2%&23%	-3%	0%
CCOC(=O)N/N=C1\CC(C)CC(C)(C)C1 (stereo not given)	-9	0%	1%	-3%	x	1%	0%	-4%	35%
O=C(COc1ccc([N+](=O)[O-])cc1)Nc1ccc2[nH]c(=O)[nH]c2c1	6	-21%	x	-3%	50%[activator]	x	20%	-14%	x
Cc1c(NC(=O)Nc2ccc(Cl)cc2Cl)c(=O)n(-c2ccccc2)n1C	-1	-7%	-1%	0%	-28%	-11%	2%	-3%	0%
COc1ccc2c(c1)c(C(=O)N/N=C/c1cccc(Br)c1)c(C)n2C	3	-19%	-13%	-2%	79%[activator]	-2%	-4%	4%	u
CCOc1ccc(N(CC(=O)Nc2c(C)n(C)n(-c3ccccc3)c2=O)S(=O)(=O)c2ccccc2)cc1	0	-2%	-1%	-3%	66%[activator]	-11%	-1%	0%	u
OC[C@@H]1CCC[C@@H](n2cnc3c(=S)nc[nH]c32)O1	-2	x	x	-3%	11%	x	x	-19%	x
O=C(NC1CCCCCCC1)c1cc(F)c(F)cc1Cl	-7	-11%	-3%	7%	-17%	u	30%	-14%	17%
C#CCOCCOCCOCCNc1nc(N2CCN(C(=O)[C@H](CO)n3cc([C@@H](N)C(C)C)nn3)CC2)nc(N2CCN(C(=O)[C@H](CCC(=O)O)n3cc([C@@H](N)[C@H](C)CC)nn3)CC2)n1	0	-2%	x	-1%	u	x	8%	-1%	x
CC(O)CNc1nc2c(c(=O)n(C)c(=O)n2C)n1Cc1cccc(C(F)(F)F)c1 (stereo not given)	5	8%	2%	-5%	11%	5%	1%	-14%	1%
CCCn1c(CCNc2nc(-c3cccc(Br)c3)cs2)nc2ccccc21	-4	-9%	x	-2%	14%	x	x	-3%	x
C/C(CCC(=O)OC[C@@H]1O[C@H](C#Cc2ccccc2)C=C[C@@H]1Oc1ccc(C)cc1)=N/O[C@@H](C)CN1CCCCc2nc(C)c(C)cc21	x	x	2%[12.4 µM]	-4%	x	-9%[15.3 µM]	13%[12.4 µM]	x	x
COc1ccc(NC(=O)COn2nnc3ccc(Cl)cc32)cc1OC	-1	-3%	-3%	-3%	9%	-15%	0%	-13%	12%
COc1ccc(CNC(=O)CS(=O)(=O)c2cccc3nsnc23)cc1	-10	-14%	-3%	-3%	11%	-1%	x	-5%[60.1 µM]	10%
CCc1ccc(NC(=O)CN2C(=O)CC(C)S(=O)(=O)c3ccccc32)cc1 (stereo not given)	-13	-6%	-3%	-9%	22%	-6%	30%	-5%	14%
CC(C)CNC(=O)COC(=O)c1ccc2c(c1)C(=O)N(Cc1ccco1)C2=O	-7	10%	-1%	-5%	-2%	-3%	35%	-16%	-2%
CCn1c(=O)n(-c2ccc(F)c(Cl)c2)c(=O)c2sc3ccccc3c21	-8	-14%	-3%	-3%	41%[activator]	-10%	x	-4%	36%
CCC(C)C(=O)Nc1cc(C(=O)OC)cc(C(=O)OC)c1 (stereo not given)	-2	-5%	-1%	-2%	-2%	-11%	4%	-7%	3%
CCn1c(-c2csc3c2CCC(C)C3)n[nH]c1=S (stereo not given)	-1	-17%	0%	-2%	-11%	-15%	-1%	-17%	1%
CC(=O)c1cccc(N(CC(=O)Nc2cc(C)cc(C)c2)S(C)(=O)=O)c1	-6	2%	-5%	5%	32%[activator]	-22%	6%	-13%	-17%
CCOC(=O)N1CCN(C(=O)CSCC(=O)Nc2nc(-c3ccc4c(c3)OCO4)cs2)CC1	0	-2%	-6%	2%	-1%	-3%	-4%	-14%	-2%
COc1ccc2c(c1)C(c1cc(OC)c(OC)c(OC)c1)CC(=O)O2 (stereo not given)	x	x	0%[75.6 µM]	-5%	x	-11%[110 µM]	1%	-14%	x
Cc1ccc(NCc2nc3ccccc3n2C)cc1C	0	-13%	3%	-4%	69%[activator]	-12%	10%	-15%	7%
N=c1sccn1CC(=O)Nc1ccc(Cl)cc1[N+](=O)[O-]	-1	4%	1%	-5%	15%	2%	3%	-23%	-24%
CSc1ncccc1C(=O)OCC(=O)Nc1ccc(S(=O)(=O)N2CCCC2)cc1	-7	-17%	-4%	-4%	20%	-17%	0%	-3%	15%
CCOc1ccc(S(=O)(=O)NCCc2cn3ccccc3n2)cc1	-7	-5%	-4%	-5%	10%	-2%	-3%	-13%	16%
COc1ccc(NC(=O)CSc2nccn2C)c([N+](=O)[O-])c1	-8	-15%	-3%	2%	121%[activator]	-4%	6%	2%	8%
COc1ccc(NC(=O)NC2COc3ccccc3C2)cc1Cl (stereo not given)	-2	2%	-3%	0%	-21%	-13%	x	-8%[60.1 µM]	-9%
CC(=O)N1CCN(c2ccc(NCc3ccccc3)cc2)CC1	20&13	-7%	-2%	-1%	-4%	-19%	-7%	-10%	14%
CCOc1ccc(CNS(=O)(=O)c2ccc(-c3coc(C)n3)cc2)cc1	-9	0%	1%	-3%	u	-6%	u	-10%[60.1 µM]	u
O[C@@H]1CN(C2CCN(Cc3ccccc3)CC2)CC[C@H]1N1CCCCCC1	0	-18%	x	1%	-16%	x	x	3%	x
COc1ccc(OC)c(S(=O)(=O)Nc2ccccc2O)c1	7	0%	x	3%	135%[activator]	x	x	-17%	x
CC(C)NC(=O)C1CCN(C(=O)c2cnn(-c3ccccc3)c2-n2cccc2)CC1	-12	-9%	-1%	-2%	28%	-11%	x	-7%	5%
Cc1ccccc1CS(=O)(=O)c1cn(CC(=O)N2CCOCC2)c2ccccc12	0	-21%	-3%	0%	25%	-4%	23%	-5%	0%
COc1ccccc1OCC(=O)Nc1ccccc1C(=O)Nc1cccc(C(=O)O)c1	-12	-17%	-4%	-3%	70%[activator]	-2%	37%	-2%	-15%
Cc1ccc(C(=O)NCCc2ccc(Cl)cc2)cc1-n1c(C)nc2cccnc21	-7	-21%	1%	-3%	30%	-9%	x	-9%	-1%
CCOc1ccc(NC(=O)c2ccc(F)c(S(=O)(=O)NCc3ccc4c(c3)OCO4)c2)cc1	-10	-22%	-3%	-2%	-8%	7%	x	-11%[60.1 µM]	-3%

# A draw from above in order of heavy-atom count, largest number first:
Compound	LDHA inh	Pol eta inh	BLM helicase inh	GRP78 ERSR act	Pol iota inh	Anesthetic bind	APEX1 inh	Pol kappa inh	POLB inh
CCOC(=O)N1CCN(C(=O)CSCC(=O)Nc2nc(-c3ccc4c(c3)OCO4)cs2)CC1	0	-2%	-6%	2%	-1%	-3%	-4%	-14%	-2%
CSc1ncccc1C(=O)OCC(=O)Nc1ccc(S(=O)(=O)N2CCCC2)cc1	-7	-17%	-4%	-4%	20%	-17%	0%	-3%	15%
O[C@@H]1CN(C2CCN(Cc3ccccc3)CC2)CC[C@H]1N1CCCCCC1	0	-18%	x	1%	-16%	x	x	3%	x
CC(=O)c1cccc(N(CC(=O)Nc2cc(C)cc(C)c2)S(C)(=O)=O)c1	-6	2%	-5%	5%	32%[activator]	-22%	6%	-13%	-17%
CCOc1ccc(S(=O)(=O)NCCc2cn3ccccc3n2)cc1	-7	-5%	-4%	-5%	10%	-2%	-3%	-13%	16%
N=c1sccn1CC(=O)Nc1ccc(Cl)cc1[N+](=O)[O-]	-1	4%	1%	-5%	15%	2%	3%	-23%	-24%
CCn1c(-c2csc3c2CCC(C)C3)n[nH]c1=S (stereo not given)	-1	-17%	0%	-2%	-11%	-15%	-1%	-17%	1%

# Other results.
Compound	LDHA inh	Pol eta inh	BLM helicase inh	GRP78 ERSR act	Pol iota inh	Anesthetic bind	APEX1 inh	Pol kappa inh	POLB inh
CN(C)NC1CC(=O)N(c2ccccc2)C1=O (stereo not given)	0	5%	-9%	-4%	22%	-15%	19%	-8%	0%
CCOC(=O)Nc1cc(C(=O)OC)ccc1C	-4	-6%	-1%	-2%	21%	-10%	0%	-23%	-4%
COCCNC(=O)CSc1nc2cc3c(cc2c(=O)n1CCCC(=O)NCc1ccc2c(c1)OCO2)OCO3	-2	-4%	-7%	-2%	30%	-6%	x	-7%[60.1 µM]	0%
O=C(CSc1nc(-c2ccccc2)[nH]c1-c1ccccc1)Nc1ccc2c(c1)OCO2	2	-19%	-7%	-8%	-2%	5%	x	-5%	4%
CSCC[C@H](NC(=O)C(C)Oc1ccc(Cl)cc1)c1nc2ccccc2[nH]1 (stereo not given in full)	-2	u	-2%	-5%	-10%	2%	-5%	-1%	15%
CCN(CC)S(=O)(=O)c1cc(C(=O)Nc2cc(C)on2)c(Cl)cc1Cl	-8	11%	-2%	-5%	76%[activator]	-13%	10%	-8%	-25%
CN(C(=O)c1ccc(Cl)c(S(=O)(=O)N2CCOCC2)c1)c1ccccc1C(=O)O	-5	5%	3%	-4%	-6%	-9%	1%	-7%	0%
